# Fh CTSL1 inh: cathepsin L1 inhibition, PFM18AAP counter-screen | recombinant F. hepatica cathepsin L1, Z-Leu-Arg-MCA fluorescence | inhibition, % at 5.96 µM | 0.49% of 300,000 active | AID 1906;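 active = inhibition above the mean of all tested compounds plus 3 SD, set per screening campaign, cut at about 17% in these data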;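 note: 0% = plate median of test compound wells and 100% = 1 µM Z-Phe-Ala-diazomethylketone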
# PREPL inhibitor: human PREPL enzyme inhibition; inhibition, % at 5.96 µM; Q4J6C6; recombinant PREPL, fluorescence polarization activity-based probe; AID 2751; 0.68% of 320,000 active; in the data active = inhibition above about 43%;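 note: 0% = enzyme with DMSO and 100% = wells lacking enzyme; many of its hits are not listed in these tables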
# Target sequence (Q4J6C6 whole entry, looked up): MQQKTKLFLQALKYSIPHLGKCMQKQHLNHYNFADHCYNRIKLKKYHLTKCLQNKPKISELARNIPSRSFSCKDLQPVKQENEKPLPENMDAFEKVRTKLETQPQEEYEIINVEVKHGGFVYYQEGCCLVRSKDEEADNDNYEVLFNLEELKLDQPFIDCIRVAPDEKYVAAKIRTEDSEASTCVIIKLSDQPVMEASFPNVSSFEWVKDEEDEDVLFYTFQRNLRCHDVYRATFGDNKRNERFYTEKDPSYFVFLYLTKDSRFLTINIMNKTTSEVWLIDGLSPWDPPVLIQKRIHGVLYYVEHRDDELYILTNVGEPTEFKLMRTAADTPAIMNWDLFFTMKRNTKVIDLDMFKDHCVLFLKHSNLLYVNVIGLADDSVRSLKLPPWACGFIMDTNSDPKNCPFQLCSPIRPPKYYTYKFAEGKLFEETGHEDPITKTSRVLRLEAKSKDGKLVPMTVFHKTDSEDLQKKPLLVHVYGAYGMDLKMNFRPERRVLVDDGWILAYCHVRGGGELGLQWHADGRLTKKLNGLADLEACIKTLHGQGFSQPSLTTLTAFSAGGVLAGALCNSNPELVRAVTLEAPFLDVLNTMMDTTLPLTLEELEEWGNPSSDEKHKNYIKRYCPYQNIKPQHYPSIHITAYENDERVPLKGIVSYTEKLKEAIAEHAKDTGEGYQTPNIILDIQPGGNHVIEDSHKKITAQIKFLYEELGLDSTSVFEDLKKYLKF
# TPT1 inhibitor: C. albicans TPT1 enzyme inhibition; recombinant caTPT1, FP RNA substrate dephosphorylation; inhibition, % at 5 µM; 0.81% of 300,000 active;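 active = inhibition above the mean of all tested compounds plus 3 SD, set per screening campaign, cut at about 24% in these data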;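 note: plate controls were DMSO alone for no effect and ferristatin control at 100 nM for full effect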
# Efflux pump inh: blocks antifungal efflux pumps in multiplex yeast assay; S. cerevisiae Candida pump triplex, Nile Red efflux; inhibition, % at 10 µM; 0.44% of 330,000 active; AID 485275;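 active = plate passing quality check with inhibition over a set limit, or well fluorescence over plate mean plus 4 SD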;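 note: Nile Red retained in pooled yeast measured as flow cytometry median fluorescence; 0% = buffer negative control and 100% = Enniatin B positive control; higher means more Nile Red kept so more efflux inhibition; some compounds called inactive have numbers as strong as hits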
# LYPLA2 counter: blocks human lysophospholipase 2, a PME1 counter-screen; 0.38% of 320,000 active; inhibition, % at 5.9 µM; recombinant LYPLA2, FP-Rh probe fluorescence polarization; O95372; AID 2177;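 active = inhibition above the screen-wide mean plus 3 SD, limit set per campaign, cut at about 26% in these data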;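 note: 0% = LYPLA2 with DMSO and 100% = wells lacking LYPLA2 enzyme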
# Target sequence (O95372 whole entry, looked up): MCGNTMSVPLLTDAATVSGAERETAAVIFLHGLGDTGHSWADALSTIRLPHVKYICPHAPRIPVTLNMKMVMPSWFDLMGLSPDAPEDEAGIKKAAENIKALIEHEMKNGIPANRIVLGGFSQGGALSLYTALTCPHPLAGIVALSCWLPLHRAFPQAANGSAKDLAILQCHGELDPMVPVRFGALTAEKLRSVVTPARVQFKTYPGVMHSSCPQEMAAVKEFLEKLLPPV
# PP5 inh: blocks human protein phosphatase 5 activity; P53041; purified PP5c, OMFP substrate fluorescence; inhibition, % at 6.7 µM; 0.18% of 320,000 active;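 active = inhibition above the campaign's mean inhibition across all tested compounds plus 3 SD, cut at about 9.5% in these data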;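 note: 0% = DMSO only and 100% = 100 µM cantharidin control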
# GASC-1 inh: human JMJD2C demethylase inhibition | AID 2099 | 0.069% of 330,000 active | inhibition, % at 2.35 µM | GST-JMJD2C(1-420) H3K9me3 demethylation, DELFIA europium | Q9H3R0;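 active = more than half of a compound's replicate wells show inhibition beyond 50%, single wells judged on their own value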;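 note: signal counts dimethyl H3K9 product captured on neutravidin plate; 0% = median of DMSO wells and 100% = 0.3 times that DMSO median; strong numbers were not always called active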
# PP1 inh: PP1-alpha (human) inhibition in PP5 counter-screen; P62136; purified PP1alpha, OMFP fluorescence; inhibition, % at 6.7 µM; 0.9% of 320,000 active;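 active = inhibition above the mean inhibition of all tested compounds plus 3 SD, computed separately for each screening campaign, cut at about 15% in these data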
# core dimer inh: blocks dimerization of HCV core protein; inhibition, % at 5 µM; 0.33% of 300,000 active; TR-FRET GST/Flag-core106 dimerization, 1536-well;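 active = inhibition above the mean of all tested compounds plus 3 SD, set per screening campaign, cut at about 45% in these data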
#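 Material: GST/Flag-tagged HCV core106 proteins. Incubation: 4 h, 22.5 °C incubation. Read-out basis: inhibition (%) from 671 over 617 nm ratio. Measured by: TR-FRET, excitation 340 nm, emission 617 and 671 nm.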
# Starred values were filed as active, the others as inactive; . = not tested or not shown; & = joins results of further samples. A portion of the library; count on the stated rates, not on these rows.
SMILES,Fh CTSL1 inh,PREPL inhibitor,TPT1 inhibitor,Efflux pump inh,LYPLA2 counter,PP5 inh,GASC-1 inh,PP1 inh,core dimer inh
C/C(=N\NS(=O)(=O)c1ccc(C)cc1)c1ccc(C)s1,3,-5,-20,0.0,4,2.7,-3,-2,-2
COc1cc(C=O)ccc1OS(=O)(=O)c1ccccc1[N+](=O)[O-],-3,-5,1,-0.1,10,5.5,-3,-1,8
Cc1ccc(Cl)c2sc(N3CCN(C(=O)c4ccco4)CC3)nc12,0,8,3,0.0,-2,4.0,20,1,-7
O=S(=O)(NCCc1ccccc1)c1ccc(Cl)nc1,-2,-8,0,0.4,-8,-0.1,3,-3,-2
COC(=O)c1c(C(=O)NCc2ccccc2)ncn1CC(O)COc1ccccc1 (stereo not given),1,6,-4,0.0,3,0.8,-3,0,-1
NS(=O)(=O)c1ccc(CNC(=O)c2cccnc2Cl)cc1,-4,2,1,0.1,7,-0.4,24,3,-2
CCN(CC)N=Nc1ccc(S(=O)(=O)Nc2c(C)n(C)n(-c3ccccc3)c2=O)cc1,2,-8,5,0.0,-1,0.7,-7,-2,-2
COc1ccc(C(=O)NCc2nnc(SCC(=O)Nc3cc(OC)ccc3OC)o2)cc1,-2,-1,-4,-0.1,7,2.5,3,-2,-11
Cc1cc(C)cc(-n2ncc3c2CCCC3NC(=O)c2cc(C)[nH]n2)c1 (stereo not given),4,10,-2,0.1,-2,-1.8,3,-4,-5
N#CC1=CN(Cc2ccccc2)C=C(/C=N/Nc2ccccc2)C1,1,14,25*,0.0,0,-1.3,-25,-5,8
O=C(CSc1nnc(-c2ccncc2)o1)N1CCc2ccccc2C1,-5,-26,5,0.1,1,-1.0,-2,-3,-2
CSc1ccc(C(=O)N2CCc3ccc(NC(=O)c4ccccn4)cc3C2)cc1,3,14,-6,-0.1,11,0.2,-8,-1,2
O=C(Nc1nc(-c2ccccc2)c(C(=O)c2ccccc2)s1)c1ccc(S(=O)(=O)N2CCCCC2)cc1,-1,12,-3,0.3,-2,1.2,-4,1,-15
O=C(C1CCCN(S(=O)(=O)c2ccc(F)cc2)C1)N(Cc1cccs1)C1CC1 (stereo not given),-5,1,-7,-0.1,9,2.7,-16&10,3,5
Cc1cc(-c2ccc(C)c(S(=O)(=O)NCc3ccc(OC(C)C)cc3)c2)on1,4,-3,-1,-0.1,-2,4.6,4,1,1
O=C(N[C@@H](Cc1ccc(O)cc1)C(=O)O)c1ccncc1,-2,-4,0,0.0,-5,-2.2,1,-5,7
CC1Cc2ccccc2N1C(=O)CSc1nnc(Cn2nnc3ccccc32)n1C (stereo not given),0,-3,-1,-0.1,-7,-0.7,8,-3,0
Cc1ccccc1COc1cccc(/C=N/NC(=O)c2nnn(-c3nonc3N)c2C)c1,-1,14,0,0.0,2,1.5,1,-2,5
CN(C)S(=O)(=O)c1cc(C(=O)Nc2ccn(C)n2)c(Cl)cc1Cl,.,11,.,52*,7,-1.4,-2,0,.
O=C(C1CCC1)N1CCCc2cc(S(=O)(=O)N3CCN(c4ccccc4)CC3)ccc21,-1,-103,0,-0.1,17,3.1,-9,0,16
COCCNC(=S)N1CCN(S(C)(=O)=O)CC1,3,7,-2,0.2,-8,2.2,29,1,2
O=C(c1ccc2ncsc2c1)N1CCN(c2nc3ccccc3s2)CC1,-3,19,-4,-0.1,11,0.4,14,0,8
CCOc1cc(/C=N/NC(=O)c2ccncc2)ccc1OS(C)(=O)=O,2,-8,-1,0.1,0,2.4,-1,3,-6
O=C(N/N=C/c1ccco1)C1CC1,-5,12,-1,0.2,-1,1.1,3,-1,-13
CC(CN1C(C)CCCC1C)OC(=O)c1ccccc1F (stereo not given),-8,-12,-1,-0.1,5,0.5,4,-3,-1
CC(C)=CCCC1(C)C=Cc2c(c(C)cc3c2[nH]c2cc(O)ccc23)O1 (stereo not given),-1,4,-3,0.0,0,3.6,-11,-5,-8
COCCN(CCOC)S(=O)(=O)c1ccc(C(=O)NCCCN2CCOCC2)cc1,-3,3,1,-0.1,7,0.7,-2,1,-4
CCOC(=O)N1CCC(NC(=O)CCC(=O)N2CC(C)Oc3ccccc32)CC1 (stereo not given),3,13,-7,0.0,8,-1.6,0,-1,-5
Cc1ccc(CN2CCN(Cc3nc(C(C)C)cs3)CC2CCO)cc1 (stereo not given),-12,0,-3,0.7,-12,4.3,-16,-12,3
Oc1ccc(-c2onc(C(F)(F)F)c2-c2cscn2)c(O)c1,-1,2,1,0.0,-1,4.9,9,-2,2
COc1ccc(CC(=O)NC(=S)Nc2ccc(S(=O)(=O)NC(C)(C)C)cc2)cc1,0,-2,-4,0.2,-7,5.0,-5,3,17
Cn1c(SCC(=O)Nc2cccc(Br)c2)nnc1-c1cc2ccccc2o1,4,-3,-6,-0.1,-5,-2.6,-8,-1,-17
CC(O)CNc1ccc(-c2nn(C)c(=O)c3ccccc23)cc1[N+](=O)[O-] (stereo not given),3,5,2,-0.1,3,1.0,-3,0,4
CNC(=O)c1ccccc1NC(=O)C1CC(=O)N(C(C)C)C1 (stereo not given),-2,-3,-3,0.0,-2,1.1,24,-5,8
Cc1cc(NC(=O)c2ccc(N(C)S(=O)(=O)c3ccccc3)cc2)no1,1,-8,2,0.3,1,1.8,1,-4,0
O=C(c1ccc(S(=O)(=O)N2CCCC2)cc1)N(Cc1ccco1)C1CCS(=O)(=O)C1 (stereo not given),0,0,1,-0.1,-3,-0.3,7,-6,1
CC1CCC(C(C)C)C(OCC(O)CNC(C)c2ccccc2)C1 (stereo not given),3,8,0,-0.1,17,2.1,-8,2,-4
NC(=O)c1ccccc1NS(=O)(=O)c1ccc(F)cc1,8,3,1,-0.2,-8,-2.1,-9,-7,1
COC(=O)[C@@H]1C[C@@]2(O)[C@H](O)[C@H](O)[C@H](O)C[C@H]2N1Cc1cc(F)ccc1F,3,12,1,0.0,-3,0.5,13,0,-5
O=C1Nc2ccccc2/C1=C/c1ccc([N+](=O)[O-])cc1,-7,12,2,0.1,0,0.2,-2,5,9

# Sorted by number of heavy atoms (high to low): part of the list above.
SMILES,Fh CTSL1 inh,PREPL inhibitor,TPT1 inhibitor,Efflux pump inh,LYPLA2 counter,PP5 inh,GASC-1 inh,PP1 inh,core dimer inh
O=C(c1ccc(S(=O)(=O)N2CCCC2)cc1)N(Cc1ccco1)C1CCS(=O)(=O)C1 (stereo not given),0,0,1,-0.1,-3,-0.3,7,-6,1
CC(O)CNc1ccc(-c2nn(C)c(=O)c3ccccc23)cc1[N+](=O)[O-] (stereo not given),3,5,2,-0.1,3,1.0,-3,0,4
COCCNC(=S)N1CCN(S(C)(=O)=O)CC1,3,7,-2,0.2,-8,2.2,29,1,2

# New compounds follow
SMILES,Fh CTSL1 inh,PREPL inhibitor,TPT1 inhibitor,Efflux pump inh,LYPLA2 counter,PP5 inh,GASC-1 inh,PP1 inh,core dimer inh
COc1ccccc1N1CC(O)=C(c2nc3ccccc3c(=O)[nH]2)C1=N,3,1,10,0.1,1,3.1,-8,-2,4
COc1ccc(N/C=C\C(=O)c2ccc(Br)cc2)cc1OC,-1,0,34*,-0.1,-1,1.1,-5,2,-1
CCN(CC(=O)Nc1c(F)cccc1F)C(=O)C1COc2ccccc2O1 (stereo not given),.,14,.,-0.3,6,2.2,.,-4,.
Cc1cccc(C(=O)Nc2cccc(S(=O)(=O)NCc3ccco3)c2)c1,.,-18,.,0.3,10,0.2,3,-2,.
CCOC(=O)c1cc(C(=O)c2ccccc2O)cn2c(=O)c3c(C)c(C)sc3nc12,-2,-2,2,-0.2,-3,-1.6,2,1,-2
CCOC(=O)c1ccccc1NC(=O)COC(=O)CCC1CCCC1,.,8,.,0.1,7,3.3,-4,1,.
O=C1c2ccccc2C(=O)N1c1cccc2cccnc12,-2,11,2,-0.1,2,-0.4,-7,4,-1
O=c1[nH]c(-c2ccc3c(c2)OCO3)nc2c1sc(=S)n2-c1ccccc1,-3,-3,3,0.0,3,0.2,-5,-3,4
Cc1cc2c(c(=O)o1)C1(C(=O)N(CC(=O)O)c3ccccc31)C(C#N)=C(N)O2 (stereo not given),2,0,37*,0.0,-3,0.9,0,-1,2
O=C(COc1ncnc2cc(Cl)ccc12)c1ccc2c(c1)OCCO2,-2,7,-4,0.0,4,-0.6,-5,-2,-8
Cc1ccc(C2(C)NC(=O)N(CC(=O)Nc3ccccc3N3CCCC3)C2=O)cc1 (stereo not given),9,30,-1,-0.2,9,0.8,2,-1,-6
CCOC(=O)Cc1csc(NC(=O)c2ccc(OC)c(OC)c2)n1,3,25,-3,0.0,2,2.4,-11,-1,0
Cc1ccccc1N(C(=O)Cc1cccs1)C(C(=O)NC1CCCCC1)c1cn(C)nc1C (stereo not given),1,1,-1,-0.1,5,-0.7,15,-2,2
COC(=O)Cc1cc(=O)n2[nH]c(SC)nc2n1,-2,5,-19,-0.1,-1,0.8,-1,1,-8
O=C(CNS(=O)(=O)c1ccc(Br)s1)N1CCN(C(=O)c2ccco2)CC1,-2,21,1,0.2,4,0.5,-6,-3,-2
CCC(=O)N1CCc2cc(S(=O)(=O)CCC(=O)Nc3nc(C)cs3)ccc21,-1,0,1,0.1,3,-0.8,26,-6,-1
O=C(NC1CCCN(Cc2ccc(Cl)cc2)C1)c1c(F)ccc(F)c1F (stereo not given),64*,-21,-2,0.1,-1,-1.7,4,-8,2
CCOc1ccc(NC(=O)CN(C)C(=O)Cc2c[nH]c3ccccc23)cc1OCC,0,6,2,0.1,7,1.6,3,-3,8
Cc1cc(C)c2c(N)c(C(=O)Nc3ccccc3F)sc2n1,2,16,-4,0.0,-2,-1.3,-6,2,-3
Cc1cc(C)n(CCC(=O)N/N=C/c2ccc(Br)c([N+](=O)[O-])c2)n1,-2,1,0,0.0,-2,1.4,9,-1,3
Clc1ccc(CN2CCCCCC2)cc1,4,14,1,-0.1,5,-0.5,-9,0,5
O=C(NCCN1CCOCC1)Nc1ccccc1,-2,5,2,0.1,-11,2.4,.,-3,-6
COc1ccc(C(=O)NCCC(C)C)cc1S(=O)(=O)N1CCOCC1,-2,-1,-2,-0.1,2,3.0,3,1,-2
CC(NC(=O)CN(C1CCCCC1)S(C)(=O)=O)c1ccccc1 (stereo not given),4,-2,-9,-0.1,4,0.7,24,1,-7
Cc1ccc(S(=O)(=O)N/N=C/c2ccc3nccnc3c2)cc1,6,-13,-2,-0.1,3,3.0,14,-2,-7
COc1cccc(OC)c1/C=C/C(=O)NC1CCCCC1,5,5,-1,0.1,-5,-0.6,9,-1,5
Cc1ccc(-c2nnc(Nc3ccc4c(c3)nc(C)n4C)c3ccccc23)cc1,1,34,-2,-0.1,3,4.7,-5,3,1
O=C(Cn1cnc2c(cnn2-c2ccccc2)c1=O)N1CCN(c2ccc(F)cc2)CC1,1,26,-6,-0.2,9,2.3,-7,-12,-1
Fc1ccc(-n2[nH]nnc2=S)cc1N1CCCC1,0,-1,-1,0.0,5,-1.6,-3,0,4
COc1ccc(-n2cc(C#N)c(=O)[nH]c2=O)cc1,-1,1,3,0.0,-3,0.1,-19,-2,1
CCC(C)(C)NC(=O)/C=C/c1ccc(OC)c(S(=O)(=O)N2CCOCC2)c1,-2,11,-2,0.0,5,0.7,6,-5,-2
Cc1ccc(S(=O)(=O)N(C)C)cc1NC(=O)C1Cc2ccccc2CN1C(=O)c1ccco1 (stereo not given),3,12,0,0.0,0,-2.4,7,-2,31
Cc1cc(C)c(NC(=O)CN2CCC(NC(=O)NC3CCCCC3)CC2)c(C)c1,-2,-6,-2,0.1,7,-1.7,-2,-5,-4

# Screening data deposited in PubChem by several laboratories.
